RBBP9 inhibitor – human RBBP9 inhibitors, primary screen, biochemical, fluorescence polarization, FP-Rh probe, HTS; AID 1515, 2009; recombinant RBBP9; hit rate 0.2% among 220,000; inhibition, % at 7.94 µM; Serine hydrolase RBBP9 (Homo sapiens), O75884;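 active means inhibition above the campaign mean of all tested compounds plus 3 SD, cut at about 14% in these data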;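 further: plate controls were DMSO wells with RBBP9 for no effect and wells lacking RBBP9 protein for full effect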
Target sequence (O75884 whole entry, looked up): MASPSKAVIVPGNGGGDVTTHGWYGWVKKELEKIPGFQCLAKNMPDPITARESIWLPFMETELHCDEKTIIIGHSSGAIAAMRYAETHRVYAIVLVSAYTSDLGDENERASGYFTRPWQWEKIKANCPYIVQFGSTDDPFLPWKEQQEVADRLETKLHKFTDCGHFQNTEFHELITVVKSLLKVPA
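System: RBBP9 protein / Quantity: 2.5 µM RBBP9 dispensing solution, before mixing / Also added: Serine-hydrolase probe FP-Rh, 375 nM pre-mixing / Dosing: 7.94 µM single dose, 0.794% DMSO / Timing: enzyme-compound preincubation 30 min, then probe labeling 45 min, 25 °C / Signal: FP readout at 525/598 nm / Controls: DMSO-treated enzyme wells and wells lacking RBBP9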
NPY Y1 blocker – NPY-Y1 receptor antagonists, primary screen, cell-based | Neuropeptide Y receptor type 1 (Homo sapiens), P25929 | HEK293-CNG Y1 cells, membrane potential fluorescence; NPY at EC95, then isoproterenol | inhibition, % at 3.6 µM | hit rate 1% among 200,000;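 active means inhibition above the campaign mean inhibition of all tested compounds plus 3 SD, cut at about 20% in these data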;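 further: 0% = DMSO wells given NPY plus isoproterenol and 100% = isoproterenol alone without NPY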
Target sequence (P25929 whole entry, looked up): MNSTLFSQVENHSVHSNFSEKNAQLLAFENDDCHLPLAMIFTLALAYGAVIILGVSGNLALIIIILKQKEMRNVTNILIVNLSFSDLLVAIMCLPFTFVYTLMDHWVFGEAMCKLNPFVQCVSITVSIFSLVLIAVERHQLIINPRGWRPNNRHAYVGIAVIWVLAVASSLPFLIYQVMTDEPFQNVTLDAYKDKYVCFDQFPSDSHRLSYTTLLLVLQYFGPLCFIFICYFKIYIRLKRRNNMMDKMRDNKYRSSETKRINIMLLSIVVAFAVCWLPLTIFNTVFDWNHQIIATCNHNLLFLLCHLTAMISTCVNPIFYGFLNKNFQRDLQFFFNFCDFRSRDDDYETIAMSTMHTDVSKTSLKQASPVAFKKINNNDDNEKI
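Material: Y1- and CNG-channel-expressing HEK293 cells / Probe or stimulus: NPY 25 nM then isoproterenol 1 µM plus Ro 20-1724 25 µM / Doses: 3.6 µM single dose, DMSO 0.4% / Schedule: compound incubation 1 h at room temperature, readout 45 min post-stimulation / Signal: membrane potential fluorescence / Benchmarks: isoproterenol-only wells as full block versus NPY-plus-isoproterenol wells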
NPY-Y1 PAM-ag – NPY-Y1 receptor potentiators or agonists, primary screen, cell-based; activation, % at 3.6 µM; AID 1304, 2008; hit rate 0.37% among 220,000; NPY-Y1 expressing cells, potentiator/agonist activation; Neuropeptide Y receptor type 1 (Homo sapiens), P25929; in the data active means activation above about 33%, passing the limit was not always enough;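 further: cells stimulated with NPY at EC10 then isoproterenol at EC100; 0% = low agonist plus stimulus and 100% = saturating agonist plus stimulus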
p97 inhibitor – inhibitors of human p97 ATPase, primary screen, biochemical; Transitional endoplasmic reticulum ATPase (Homo sapiens), P55072; recombinant p97 ATPase, Kinase-Glo ATP luminescence, 3 h; inhibition, % at 8 µM; hit rate 0.42% among 220,000; in the data active means inhibition above about 15%;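 further: 0% = DMSO vehicle and 100% = wells lacking enzyme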
Mdm2 ligase inh – MDM2-luciferase reporter signal enhancers, primary screen, MDM2 E3 ligase inhibitor project, cell-based, luminescence, 1536-well | signal enhancement, % at 5 µM | E3 ubiquitin-protein ligase Mdm2 (Homo sapiens), Q00987 | hit rate 0.11% among 210,000 | cell-based MDM2 ubiquitination luciferase reporter, 2 h; 0 = plate control, 100 = twice control, blank-subtracted | AID 1230, 2008;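 active means signal enhancement of 30% or more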;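 further: luminescence tracks abundance of the self-degrading MDM2-luciferase fusion protein; higher signal means inhibition of MDM2 E3 ligase activity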
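Test system: stable mammalian line carrying autodegrading MDM2–luciferase fusion reporter; quantity: 2000 cells in each well; times: 4 h cell settling then 2 h compound exposure, 37 °C; detection: luminescence with SteadyLite reagent, 15 min at room temperature; evaluation: percent signal gain over controls, blank-subtracted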
Runt-SMMHC FRET – inhibitors of RUNX1 Runt–CBFb-SMMHC binding, primary screen, biochemical, FRET, Cerulean-Runt, Venus-CBFb-SMMHC, uHTS | Runt-related transcription factor 1 (Homo sapiens) + Core-binding factor subunit beta … | Cerulean-Runt/Venus-CBFb-SMMHC FRET ratio 530/480, 1 h | inhibition, % at 20 µM | hit rate 0.74% among 220,000 | AID 1434, 2008;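 active means mean inhibition across duplicate retests at 20 µM reaching about 50%, limit read from the data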;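 further: 0% = DMSO wells and 100% = wells with excess untagged CBFb-SMMHC; inhibitors lower the FRET ratio by blocking Runt binding to CBFb-SMMHC; some results filed as inactive read as strong as hits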
NPY-Y2 PAM-ag – NPY-Y2 potentiators or agonists, primary screen, cell-based | activation, % at 3.6 µM | hit rate 0.45% among 220,000 | cells expressing NPY-Y2, potentiator/agonist read-out | Neuropeptide Y receptor type 2 (Homo sapiens), P49146; in the data active means activation above about 27%;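 further: cells stimulated with NPY near EC25 plus isoproterenol at EC100; 0% = vehicle plus submaximal agonist and 100% = vehicle plus saturating agonist; some results beyond the cut were filed as inactive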
Runt-CBFb FRET – inhibitors of RUNX1 Runt–CBFb binding, primary screen, biochemical, FRET, Cerulean-Runt, Venus-CBFb, uHTS; hit rate 0.46% among 220,000; inhibition, % at 20 µM; AID 1496, 2009; Cerulean-Runt/Venus-CBFb FRET ratio 530/480, 1 h; Runt-related transcription factor 1 (Homo sapiens) + Core-binding factor subunit beta …;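 active means inhibition over about 50% at 20 µM in the single-dose screen, limit read from the data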;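 further: 0% = DMSO wells and 100% = excess unlabeled CBFb competitor control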
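Reagent – Venus-CBFb binding partner, 100 nM · Assay system – Cerulean-tagged RUNX1 Runt domain (FRET donor) fusion protein · Input – 100 nM per protein · Incubation – two 1 h room-temperature incubations shielded from light · Measured by – FRET fluorescence · Medium – Tris buffer pH 7.5 with salts and BSA · Benchmarks – unlabeled CBFb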
Hck Nef HTS – inhibitors of Nef-activated human Hck kinase, primary screen, biochemical, Z-Lyte FRET, 384-well, Hck-YEEI. Recombinant Hck-YEEI plus Nef, Z-Lyte FRET kinase assay. inhibition, % at 20 µM. hit rate 0.68% among 220,000;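 active means Hck-Nef kinase inhibition above about 50%, limit read from the data; inactive means inhibition below that limit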;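 further: 0% = DMSO with Hck plus Nef and 100% = Hck alone without Nef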
Target sequence (P08631 whole entry, looked up): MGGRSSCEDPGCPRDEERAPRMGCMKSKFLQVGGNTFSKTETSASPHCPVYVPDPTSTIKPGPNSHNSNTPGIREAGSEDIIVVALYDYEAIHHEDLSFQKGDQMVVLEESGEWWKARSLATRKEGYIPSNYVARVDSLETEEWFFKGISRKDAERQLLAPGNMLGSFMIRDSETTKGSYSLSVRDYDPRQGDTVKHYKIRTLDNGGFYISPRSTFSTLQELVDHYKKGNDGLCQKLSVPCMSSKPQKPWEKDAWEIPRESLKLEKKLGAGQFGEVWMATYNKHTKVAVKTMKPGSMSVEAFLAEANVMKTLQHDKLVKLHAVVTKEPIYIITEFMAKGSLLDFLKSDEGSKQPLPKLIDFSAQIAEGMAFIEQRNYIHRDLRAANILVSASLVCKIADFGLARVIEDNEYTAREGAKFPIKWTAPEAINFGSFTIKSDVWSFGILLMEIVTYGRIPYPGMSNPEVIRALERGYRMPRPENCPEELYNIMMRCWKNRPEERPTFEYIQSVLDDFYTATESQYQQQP
Numbers without * were called inactive; · = not tested or not shown.

SMILES	RBBP9 inhibitor	NPY Y1 blocker	NPY-Y1 PAM-ag	p97 inhibitor	Mdm2 ligase inh	Runt-SMMHC FRET	NPY-Y2 PAM-ag	Runt-CBFb FRET	Hck Nef HTS
COc1ccc(CN2CC(C(=O)NCCC(C)C)CC2=O)cc1 (centres undefined)	5	7	-1	-2	-16	0	-2	2	5
CCOC(=O)c1sc(NC(=O)C(CC)Sc2nccn2C)nc1C (centres undefined)	-9	-5	-19	-6	6	3	4	-2	0
CCc1ccccc1N(CC(=O)N1CCN(c2ccc(F)cc2)CC1)S(C)(=O)=O	-3	-2	25	1	-11	-2	3	-2	-1
CC(C)(C)C(=O)/C=C(\N)c1ccncc1	-8	-6	8	3	-8	1	19	-3	2
COc1ccc2sc3ccccc3c(=O)c2c1	-3	5	-12	-3	-13	-20	-7	10	15
COCNc1nc(OCC#N)nc(N(C)C)n1	-7	0	9	3	-10	2	6	1	-1
Cc1cc(NS(=O)(=O)c2ccc(NC(=S)NC(=O)c3cccc(S(=O)(=O)N(C)C)c3)cc2)no1	1	9	-13	2	-18	2	-5	9	21
Cc1ccc(C)n1Cc1ccccc1Cl	-2	1	21	0	·	-2	-14	0	1
Cc1cc(C)n2nc(S(=O)(=O)N(CC(C)C)CC(C)C)nc2n1	-6	-5	3	7	-17	1	5	0	0
Cc1cccc(NC(=O)CSc2nc3[nH]ncc3c(=O)n2-c2ccccc2)c1	-6	-1	9	5	-11	4	5	-3	0
Cc1ccccc1NC(=O)CSc1nc(N)c(C#N)cc1C#N	-1	-6	10	-1	-1	2	4	3	1
Nc1nnnn1/N=C/c1ccccc1OCc1ccc(Cl)cc1	4	1	-6	-1	-5	-4	-3	-3	-7
COc1nc(C)nc2c1sc1nc3c(cc12)COC(C)(C)C3	5	-3	6	-1	-14	2	-12	2	1
COc1cc(-c2n[nH]c(=S)n2/N=C/c2cccn2C)cc(OC)c1OC	-8	·	5	5	·	4	-8	6	25
O=C(CCn1c(=S)[nH]c2ccccc2c1=O)N1CCOCC1	-8	3	-2	3	-2	-4	7	1	0
COCCNC(=O)CN(C(=O)CCC(=O)Nc1cc(C)on1)c1ccccc1C	-7	1	-8	-1	-4	3	-2	0	0
COc1ccc(C(=O)NCC(C)C)c(OC)c1	4	-1	-11	-3	-15	0	-10	-1	-8
O=C(CCSCc1ccccc1)Nc1ccc2c(c1)OCCO2	-2	4	-14	-2	-15	-2	-15	-1	4
COC(=O)CNC(=O)COC(=O)/C=C/c1ccc(F)cc1	-4	3	3	5	-6	4	-8	2	18
C/C(=N\NC(=S)Nc1c(C)cccc1C)c1ccc(OC(F)F)cc1	-1	-1	4	5	9	5	-5	10	-12
COc1ccc(OC)c([N+](=O)[O-])c1C(N)=O	6	4	20	5	0	2	3	4	8
O=C(O)CC1(CC(=O)Nc2ccc(F)cc2F)CCCCC1	-7	·	5	-5	-2	-5	3	-2	9
CCCN1C(=O)/C(=C2\SC(=S)N(c3c(C)n(C)n(-c4ccccc4)c3=O)C2=O)c2ccccc21	-7	·	3	5	-4	-8	-33	7	14
CC(=O)Nc1ccc(N2C(=O)CSC2c2c(F)cccc2Cl)cc1 (centres undefined)	-13	4	9	-2	14	2	4	0	0
CS(=O)(=O)Nc1ccc(C(=O)NCC2CCCO2)cc1 (centres undefined)	-4	-2	18	2	1	-1	4	-1	6

Structural class: those above containing a cyano group
SMILES	RBBP9 inhibitor	NPY Y1 blocker	NPY-Y1 PAM-ag	p97 inhibitor	Mdm2 ligase inh	Runt-SMMHC FRET	NPY-Y2 PAM-ag	Runt-CBFb FRET	Hck Nef HTS
COCNc1nc(OCC#N)nc(N(C)C)n1	-7	0	9	3	-10	2	6	1	-1
Cc1ccccc1NC(=O)CSc1nc(N)c(C#N)cc1C#N	-1	-6	10	-1	-1	2	4	3	1

The list continues:
SMILES	RBBP9 inhibitor	NPY Y1 blocker	NPY-Y1 PAM-ag	p97 inhibitor	Mdm2 ligase inh	Runt-SMMHC FRET	NPY-Y2 PAM-ag	Runt-CBFb FRET	Hck Nef HTS
COc1ccc(N(CC(=O)N2CCCC(C)C2)S(=O)(=O)c2c(C)nn(C)c2C)cc1 (centres undefined)	-8	-1	-5	0	-7	2	-10	0	-1
O=C(CCC1CCCN(C(=O)c2ccc3c(c2)OCO3)C1)N1CCN(c2ccccn2)CC1 (centres undefined)	-10	0	-2	0	1	-6	-5	0	24
Cc1oc(-c2ccccc2)nc1CS(=O)CC(=O)N1CCc2ccccc2C1 (centres undefined)	-2	9	-9	-4	-7	1	0	6	2
Cc1cc(C)c(C)c(S(=O)(=O)N2CCN(C(=O)c3cc(=O)[nH]c4ccccc34)CC2)c1C	-13	-5	1	1	1	1	23	-4	0
Cc1nn(-c2nc3ccccc3s2)c(N)c1Sc1ccc(F)cc1	5	6	-4	0	13	5	9	0	2
CCn1c(C(=O)N2CCC(C(=O)NCc3cccs3)CC2)cc2sccc21	-4	2	8	6	-7	2	-11	4	3
O=C(Nc1ncccn1)c1cc(-c2ccc(F)cc2)nc2ccccc12	-2	-2	8	0	-3	-5	-3	0	0
O=C(NCc1cccnc1)c1cnn2ccccc12	-1	4	0	2	-3	0	9	1	3
Cc1ccc(C(=O)CCNc2cccc(Br)c2)o1	3	0	18	3	-73	0	-6	0	8
Cc1ccccc1C(=O)NC(=S)NCC(=O)c1ccccc1	-5	3	-7	2	-15	2	-7	-1	0
NS(=O)(=O)c1cccc(NC(=O)CN2CCCc3ccccc32)c1	-3	1	9	3	-6	-4	0	-3	2
O=C(Nc1cccc(-c2cn3ccccc3n2)c1)c1cccs1	-7	4	-10	3	-7	-3	-2	-2	4
Cc1ccc(Nc2n[nH]c(C)c2[N+](=O)[O-])cc1C	-7	2	1	2	-14	-6	5	-1	2
CN(C)c1cccc(C(=O)Nc2cc(C(F)(F)F)ccc2-n2cnc3ccccc32)c1	-13	1	-2	-2	-8	-1	-1	-3	-1
CC(=O)C1=C(O)C(=O)N(CCC(=O)O)C1c1ccccc1Cl (centres undefined)	2	5	-3	6	-21	1	3	-2	1
O=C(O)c1cc2ccc3ccccc3c2[nH]1	1	8	-15	-4	-2	-2	-12	5	1
CCN(CC)c1ccc(/C=N/NC(=S)NCc2ccc(OC)cc2)cc1	8	16	-7	2	-12	64	9	22	35
Cc1ccc(-n2c(=O)cc(N3CCc4ccccc4C3)[nH]c2=O)cc1	-5	1	14	4	-3	2	19	2	17
O=C1CCCC(=O)C1=Cc1c[nH]c2ccccc12	5	1	-10	3	2	-5	-1	2	0
O=C(N/N=C/c1ccc([N+](=O)[O-])o1)C(O)c1ccccc1 (centres undefined)	-1	·	9	8	-11	2	2	0	24
CC(=O)Nc1ccc(NC(=O)Cn2c(CC(=O)N3CCCC3)nc3ccccc32)cc1	-6	0	11	1	4	-3	11	0	0
COc1ccc(CCNC(=O)CSc2nc(N)c(C#N)c(-c3cccs3)c2C#N)cc1OC	-7	0	22	-1	14	-2	22	-1	1
Cc1sc2nc(-c3ccccc3)oc(=O)c2c1C	-8	4	-7	-6	-11	5	-23	0	-13
Cc1ccc(-c2nc3cnccn3c2Nc2ccc3c(c2)OCO3)cc1	-8	10	8	-4	-2	3	6	34	11
Cc1cccc(NC(=S)N2CCCCC2c2cccnc2)c1C (centres undefined)	-1	·	-5	0	-10	-1	-5	1	-2
Following part
SMILES	RBBP9 inhibitor	NPY Y1 blocker	NPY-Y1 PAM-ag	p97 inhibitor	Mdm2 ligase inh	Runt-SMMHC FRET	NPY-Y2 PAM-ag	Runt-CBFb FRET	Hck Nef HTS
CSc1nnc2c(n1)c(C)nn2-c1cccc(C)c1	5	2	3	5	·	-4	13	-3	7
Cc1cc(C(=O)NCCN2CCOCC2)ccc1[N+](=O)[O-]	-6	2	-8	1	-3	0	14	-3	0
O=C(OCc1cnc(Cl)s1)c1cccc(Cl)c1	-2	1	-3	3	-9	-3	2	0	1
Cc1cc(C)c2nc(NNC(=O)c3cc(-c4cccs4)nc4ccccc34)sc2c1	-4	2	-33	3	·	-13	-6	-1	-4
CCN(CC)C(=O)C1CCN(S(=O)(=O)c2ccc(-n3cnnn3)cc2)CC1	-14	0	-4	-7	-4	-1	-2	-2	23
COc1cc(C(C(=O)NC2CCCC2)N(C(=O)Cc2cccs2)C2CC2)cc(OC)c1OC (centres undefined)	-5	4	2	3	-10	-1	5	1	21
O=C(Nc1nc2ccccc2[nH]1)c1ccc(F)c(S(=O)(=O)N2CCOCC2)c1	-8	10	-34	-5	-9	1	-3	1	-1
Cc1cc(Br)ccc1NC(=O)CNC(=O)CN1C(=O)NC2(CCCCCC2)C1=O	-9	-6	27	4	6	6	23	-2	2
O=C(CSc1nnc(-c2cccnc2)o1)c1cc2ccccc2oc1=O	-3	2	-18	11	9	-12	5	2	0
N#Cc1ccc(NCC(=O)Nc2ccc3c(c2)OCCO3)cc1	-3	2	27	7	0	0	9	0	15
CCC(=O)Nc1nc(-c2ccc3c(c2)OCCO3)cs1	-4	0	3	-1	-20	-1	7	-1	3
C[C@]12CC[C@@H]3c4cc(O)c(O)cc4CC[C@H]3[C@@H]1CC[C@@H]2O	24*	-3	13	9	·	57	-14	26	·
COc1ccc(NC(=S)NN2CCOCC2)cc1OC	-8	-2	-10	4	-8	0	6	-2	1
CCN(CC)c1ccc(NC(=S)NCC2CCCO2)cc1 (centres undefined)	9	4	7	3	-7	-1	-2	6	-4
CCOC(=O)c1c(NC(=O)CSC(=S)N2CCOCC2)sc(C)c1C	-9	5	-7	-1	-9	-6	1	-4	3
CC(C)N=C(Nc1ccccc1)c1cccnc1	-4	1	13	5	-8	0	-4	0	-1
